Source: PubChem BioAssay
rCAG RNA binder = molecules binding r(CAG) RNA repeats | 370,000 tested, 1.3% active | inhibition, % at 3 µM | r(CAG) RNA repeat, TO-PRO-1 dye displacement fluorescence;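 active = inhibition above the plate cutoff, the mean of all test compounds on that plate plus 3 SD, cut at about 35% in these data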;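 also: 0% = DMSO alone and 100% = 100 µM mitoxantrone as full dye displacement; higher means more dye released from RNA so lower well fluorescence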
ASAP1 inh = blocks human ASAP1-stimulated Arf1 GTP hydrolysis; Q9ULH1; GDP FP detection; inhibition, % at 16.5 µM; 360,000 tested, 0.19% active; AID 624377; in the data active = inhibition above about 25%;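 also: 0% = vehicle with enzyme and substrate and 100% = no enzyme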
GC-A act = GC-A (human) enzyme activation. HEK293 GC-A cells, cGMP TR-FRET, EC30 ANP; 0% at EC30 ANP, 100% saturating ANP. activation, % at 10 µM. AID 1671463. P16066. 370,000 tested, 0.14% active; in the data active = activation above about 40%
NPR2 activator = GC-B (human) receptor activation | activation, % at 10 µM | 370,000 tested, 0.11% active | P20594 | HEK293-GC-B cells, CNP EC30, cGMP TR-FRET; 0% at EC30 CNP, 100% saturating CNP;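 active = activation at 10 µM reaching about 35% in either raw or pattern-adjusted values, limit read from the data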
HTRA1 inhibitor = blocks human HTRA1 serine peptidase; Q92743; recombinant HTRA1, FP-rhodamine activity-based probe, fluorescence polarization; inhibition, % at 5.96 µM; 340,000 tested, 0.5% active; AID 504803; in the data active = inhibition above about 36%;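 also: 0% = enzyme with DMSO and 100% = wells lacking enzyme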
Rev-erbA mod = modulates human Rev-erb alpha binding to DNA | Rev-erbα–FITC-DNA binding, fluorescence polarization, 90 min | activity, % at 10 µM | 370,000 tested, 0.79% active | AID 1259318;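 active = activity above about 14%, limit read from the data; passing the limit was not always enough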;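 also: 0% = DMSO wells with 35 nM protein and 100% = DMSO wells with 750 nM protein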
Target sequence (P20393 whole entry, looked up): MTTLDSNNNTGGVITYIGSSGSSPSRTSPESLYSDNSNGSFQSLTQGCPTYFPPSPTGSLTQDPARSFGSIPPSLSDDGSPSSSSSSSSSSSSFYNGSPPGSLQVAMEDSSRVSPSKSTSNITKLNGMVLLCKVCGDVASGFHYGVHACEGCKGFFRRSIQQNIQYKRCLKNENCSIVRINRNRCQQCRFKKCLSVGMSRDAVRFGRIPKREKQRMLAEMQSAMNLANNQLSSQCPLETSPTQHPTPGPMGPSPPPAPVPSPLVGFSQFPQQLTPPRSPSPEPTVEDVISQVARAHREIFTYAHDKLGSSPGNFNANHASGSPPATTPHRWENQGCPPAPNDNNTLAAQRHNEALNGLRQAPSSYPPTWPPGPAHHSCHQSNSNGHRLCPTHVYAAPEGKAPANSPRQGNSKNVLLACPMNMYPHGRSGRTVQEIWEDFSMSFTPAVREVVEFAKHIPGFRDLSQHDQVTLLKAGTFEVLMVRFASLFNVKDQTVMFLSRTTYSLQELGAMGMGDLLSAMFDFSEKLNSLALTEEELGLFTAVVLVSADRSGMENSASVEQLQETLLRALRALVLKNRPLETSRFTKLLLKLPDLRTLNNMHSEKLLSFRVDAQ
mABHD4 FP = inhibits mouse alpha/beta hydrolase domain 4 | purified mABHD4, FP-Rh probe fluorescence polarization | AID 720543 | inhibition, % at 8.92 µM | Q8VD66 | 370,000 tested, 0.54% active;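 active = inhibition exceeding the mean over every tested compound plus 3 SD, cut at about 30% in these data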;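 also: 0% = plate median of compound wells and 100% = S159A mutant with DMSO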
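Test system: mABHD4 protein; Read-out basis: % inhibition; Incubation: 45 min + 60 min at 25 °C; Repeats: single replicate; Technique: fluorescence polarization with parallel and perpendicular emission, 525/598 nm; Compound: 8.92 µM, single dose; Benchmarks: full inhibition S159A mutant plus DMSO, zero as sample-well median.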
ARFGAP1 inh = rat ARFGAP1 inhibition; 360,000 tested, 0.26% active; inhibition, % at 16.5 µM; Q62848; Arfgap1-stimulated ARF1 GTP hydrolysis, GDP FP detection;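 active = inhibition above a per-plate limit, mean inhibition of low control wells plus 3 SD, cut at about 25% in these data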;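 also: 0% = DMSO wells with enzyme and 100% = wells lacking Arfgap1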
Target sequence (Q62848 1-136 limits assumed): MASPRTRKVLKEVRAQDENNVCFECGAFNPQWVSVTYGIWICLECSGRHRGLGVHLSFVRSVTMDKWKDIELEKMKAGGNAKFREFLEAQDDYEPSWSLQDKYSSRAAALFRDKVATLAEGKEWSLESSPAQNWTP
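Material – truncated rat Arfgap1 GAP domain · Buffer or medium – HEPES-based buffer, pH 7.5 · Reagent – human ARF1(Δ1-17)-GTP substrate · Dosing – 16.5 µM single point, 1.26% DMSO · Schedule – GTP hydrolysis reaction 2 h at 25 °C · Technique – GDP detection by fluorescence polarization · Benchmarks – No-Arfgap1 wells (100%) versus DMSO full-reaction wells (0%) · Repeats – single replicate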
SMARCA2 activ = activators of SMARCA2 function | MG213 cells, MMTV-luciferase reporter, dexamethasone, overnight | activation, % at 9.1 µM | 370,000 tested, 1% active; in the data active = activation above about 7.8%;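 also: 0% = vehicle wells and 100% = reference activator wells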
PG9 binder = binds the HIV-1 gp120 antibody PG9 | TR-FRET gp120-PG9 antibody binding | inhibition, % at 6.7 µM | 360,000 tested, 0.43% active; in the data active = inhibition above about 8.5%
* marks the source's active call; other numbers are inactive results; . = not tested or not shown.

SMILES | rCAG RNA binder | ASAP1 inh | GC-A act | NPR2 activator | HTRA1 inhibitor | Rev-erbA mod | mABHD4 FP | ARFGAP1 inh | SMARCA2 activ | PG9 binder
N#C/C(=C(/O)c1ccc(Cl)c([N+](=O)[O-])c1)c1nc2ccccc2[nH]1 | 3 | 6 | 5 | 6 | -4 | -6 | -6 | 7 | 3 | -0.2
CC(C)c1cccc(C(C)C)c1NC(=O)CCl | -1 | 6 | -1 | 2 | -1 | 3 | 0 | 7 | -5 | 2.0
O=C(Cc1ccccc1)Nc1ccc(NC(=O)c2cccs2)cc1 | 0 | 11 | 3 | 3 | -7 | -13 | -3 | 4 | 2 | -2.1
CCOc1cc(CNCCO)cc(Br)c1OCc1ccc(Cl)cc1Cl | 0 | 0 | 9 | 7 | -4 | 0 | 11 | 7 | 0 | 1.4
O=C(CCCOc1ccc(Cl)cc1Cl)NCc1ccccn1 | -2 | -12 | 6 | 2 | 3 | -3 | -5 | 1 | 0 | 0.7
O=S(=O)(Nc1cc(S(=O)(=O)N2CCOCC2)ccc1Cl)c1ccccc1 | 3 | 1 | 4 | 2 | 0 | 1 | -7 | -3 | -2 | 0.3
CC(C)n1cnnc1SCC(=O)Nc1ccc(N2CCCCC2)cc1 | -4 | -15 | 2 | -3 | 3 | -3 | 4 | 6 | 0 | -1.2
COc1ccc(Cc2c(C(C)(C)C)nc3ccc(Br)cn23)c(C)c1 | 2 | 8 | -4 | -1 | . | 7 | 4 | 8 | 1 | -0.5
CCO[C@H]1OC(C(=O)Nc2ccccc2)=C[C@@H](c2csc3ccccc23)[C@@H]1CCCO | 1 | 25* | -10 | 3 | -57 | -4 | -36 | 16 | 1 | -1.5
COc1ccc(Cl)cc1NC(=O)CSc1nc2[nH]ncc2c(=O)[nH]1 | 2 | -19 | -4 | -3 | -4 | -7 | -2 | -5 | 2 | 1.7
O=C(CSc1nc(O)c(Cc2ccccc2)c(=O)[nH]1)Nc1nc2c(s1)CCCC2 | 12 | 3 | 1 | 1 | -6 | 3 | 0 | -2 | 0 | -0.4
O=C(OC12CCCN(C1)/C(=C/c1ccncc1)C2)C1CCCCC1 (configuration not stated) | 1 | . | 4 | -6 | . | -4 | 4 | . | -6 | .
COc1ccc(-c2ccc(CN3C(C(C)C)C(=O)N(Cc4cn(CCC5OCCCO5)nn4)CCS3(=O)=O)cc2)cn1 (configuration not stated) | 7 | 7 | 1 | 8 | -1 | -3 | 0 | -2 | 0 | -1.0
COc1ccc([N+](=O)[O-])cc1NC(=O)Cc1noc2ccc(C)cc12 | 4 | -5 | -5 | -2 | 5 | 4 | 0 | 3 | 0 | 2.6
CC(C)c1c(C(=O)N/N=C/c2cccnc2)nnn1-c1nonc1N | -2 | 2 | -2 | -1 | 0 | 4 | 1 | 23 | -1 | -0.5
Cc1nnc2sc(-c3ccc(N(C)C)cc3)nn2c1=O | 12 | -9 | 2 | -5 | 13 | -1 | 17 | 11 | 0 | -2.4
Cn1c(SCc2ccccc2)nccc1=O | -2 | 7 | 0 | 1 | 1 | 2 | 3 | -3 | -5 | 1.1
Cc1cccc(OCCCN2CCC(C(O)(c3ccccc3)c3ccccc3)CC2)c1 | 0 | 4 | -14 | -9 | . | 0 | 4 | 3 | -3 | -0.8
O=C(NCc1ccccc1)C(c1ccc(-c2ccccc2)cc1)N1CCN(c2ccccc2F)CC1 (configuration not stated) | 3 | 1 | 1 | 3 | . | 0 | 1 | -7 | -3 | 0.0
C[C@H]1COc2cc(Br)ccc2S(=O)(=O)N1Cc1cn(CCC2OCCCO2)nn1 | 2 | . | 5 | -2 | . | 1 | 5 | . | 0 | .
Cc1cc(C(F)(F)F)nc(SCC(=O)Nc2nccs2)n1 | -3 | -9 | -2 | 0 | 3 | -7 | 4 | 12 | 0 | 0.1
COc1cc(OC)cc(-c2nnc(SCC(=O)N3CCCC3)o2)c1 | -10 | 8 | -2 | -2 | 7 | 1 | -2 | -5 | 0 | -0.5
Cn1c(N)c(C(=O)COC(=O)COc2ccc(Br)cc2)c(=O)n(C)c1=O | 2 | -9 | 12 | 2 | -3 | 2 | -6 | 1 | -1 | -0.4
Cc1ccc(C)c(N2CCN(C(=S)NC3CCCCC3)CC2)c1 | -1 | 8 | 3 | 0 | 2 | 7 | -4 | 0 | 0 | -1.3
COCCN(CC(=O)Nc1ccccc1C(F)(F)F)C(=O)/C=C/c1cc(Cl)c2c(c1)OCCO2 | 1 | -3 | -3 | 3 | -5 | 1 | -2 | 2 | -1 | -2.1

Single records, from the list above.
Entry for CC(C)c1cccc(C(C)C)c1NC(=O)CCl = rCAG RNA binder: -1; ASAP1 inh: 6; GC-A act: -1; NPR2 activator: 2; HTRA1 inhibitor: -1; Rev-erbA mod: 3; mABHD4 FP: 0; ARFGAP1 inh: 7; SMARCA2 activ: -5; PG9 binder: 2.0
Entry for Cn1c(N)c(C(=O)COC(=O)COc2ccc(Br)cc2)c(=O)n(C)c1=O = rCAG RNA binder: 2; ASAP1 inh: -9; GC-A act: 12; NPR2 activator: 2; HTRA1 inhibitor: -3; Rev-erbA mod: 2; mABHD4 FP: -6; ARFGAP1 inh: 1; SMARCA2 activ: -1; PG9 binder: -0.4

Returning to the listing, starting five compounds before the break.
SMILES | rCAG RNA binder | ASAP1 inh | GC-A act | NPR2 activator | HTRA1 inhibitor | Rev-erbA mod | mABHD4 FP | ARFGAP1 inh | SMARCA2 activ | PG9 binder
Cc1cc(C(F)(F)F)nc(SCC(=O)Nc2nccs2)n1 | -3 | -9 | -2 | 0 | 3 | -7 | 4 | 12 | 0 | 0.1
COc1cc(OC)cc(-c2nnc(SCC(=O)N3CCCC3)o2)c1 | -10 | 8 | -2 | -2 | 7 | 1 | -2 | -5 | 0 | -0.5
Cn1c(N)c(C(=O)COC(=O)COc2ccc(Br)cc2)c(=O)n(C)c1=O | 2 | -9 | 12 | 2 | -3 | 2 | -6 | 1 | -1 | -0.4
Cc1ccc(C)c(N2CCN(C(=S)NC3CCCCC3)CC2)c1 | -1 | 8 | 3 | 0 | 2 | 7 | -4 | 0 | 0 | -1.3
COCCN(CC(=O)Nc1ccccc1C(F)(F)F)C(=O)/C=C/c1cc(Cl)c2c(c1)OCCO2 | 1 | -3 | -3 | 3 | -5 | 1 | -2 | 2 | -1 | -2.1
CC(=O)NS(=O)(=O)c1ccc(N=c2ssc3c2-c2cc(C)c(C)cc2NC3(C)C)cc1 | 75* | -11 | 27 | -1 | 11 | 7 | 12 | -11 | 0 | -1.3
Cc1ccc(NC(=O)C2CCCN2C(=O)NC2CCCCC2)cc1F (configuration not stated) | -3 | 11 | 5 | 0 | 4 | -1 | 8 | -4 | -1 | -3.1
COC(=O)c1ccc2cc(F)cc(C)c2n1 | 3 | -5 | -2 | 0 | . | 7 | 1 | 4 | -1 | 2.4
O=C(CCS(=O)(=O)c1cccc2nsnc12)N1CC(=O)N(CCc2ccccc2)C(=O)C1 | -1 | 8 | -1 | 6 | 0 | 3 | 8 | 4 | -1 | -3.2
O=C(c1ccccc1Cc1ccccc1)N1CCN(S(=O)(=O)c2ccccc2Br)CC1 | -2 | 3 | -4 | 1 | -32 | -2 | -5 | 8 | 0 | 1.6
CCOC(=O)[C@]12CCC=C1N(Cc1cccc3ccccc13)C(=O)[C@H](CC(=O)N1CCOCC1)C2 | 4 | -10 | -2 | -1 | . | -4 | -7 | -1 | -3 | -0.4
CCOc1ccc(N(CCC#N)S(=O)(=O)c2ccc(OC)cc2)cc1 | 1 | -5 | 1 | -3 | 4 | 1 | 3 | -9 | 0 | -0.7
Cc1cc(CNC(=S)Nc2ccc(S(=O)(=O)Nc3ncccn3)cc2)nn1C | -2 | 7 | -1 | 0 | 0 | -1 | 0 | 1 | 3 | -0.5
CCOc1ccc(Cl)cc1S(=O)(=O)N1CCN(c2ccc(F)cc2)CC1 | -4 | -13 | -11 | -4 | -5 | -4 | -11 | -10 | -3 | -0.2
COc1ccc(N(Cc2ccccc2)S(=O)(=O)c2cccc(C(=O)O)c2)cc1 | 14 | -14 | 1 | -4 | 1 | 3 | -3 | 0 | 1 | -0.2
CCOc1cc(/C=N/NC(=O)c2cccnc2)ccc1OCC(=O)N1CCOCC1 | -2 | -3 | 0 | 2 | 0 | -1 | 6 | 0 | 3 | -2.4
O=C(COC(=O)CCCN1C(=O)c2ccccc2C1=O)Nc1ncc(Cl)cc1Cl | 0 | -17 | -4 | 0 | 4 | -5 | 6 | -8 | 0 | -1.7
O=C1c2ccccc2-c2c1c1ccccc1c(=O)n2-c1ccccc1 | 3 | -4 | -1 | -4 | -3 | -26 | -4 | 4 | -3 | 1.9
O=C(CNS(=O)(=O)c1ccc(Br)s1)N1CCC(N2CCCCC2)CC1 | 1 | -12 | 2 | 6 | 2 | -2 | 3 | -2 | 0 | -2.2
CCOC(=O)N1CCC(NC(=O)c2cc(C(=O)NCc3cccc(Cl)c3)ccc2CO)CC1 | -9 | 12 | 1 | 9 | 2 | -1 | 1 | -9 | -9 | 1.0
CC1(C)C(=O)Nc2ccccc2N1C(=O)COC(=O)c1ccc(Cl)c(S(=O)(=O)NCc2ccccc2)c1 | -1 | 12 | 4 | -1 | -43 | 4 | -12 | -6 | -2 | -0.2
Cc1ccc(CCNc2ccccc2)c[n+]1[O-] | 0 | 4 | -2 | 3 | -3 | 1 | 1 | -2 | -3 | -0.5
COc1ccc(NC(=S)NNc2ccc(S(=O)(=O)Nc3ccccc3C(=O)O)cc2[N+](=O)[O-])cc1 | 97* | 7 | -4 | -2 | 74* | -6 | 74* | -1 | -4 | -2.4
CC(=O)Nc1ccc(S(=O)(=O)NCc2nc(-c3cccc(C)c3)no2)cc1 | 10 | -4 | 0 | 0 | -12 | 3 | -5 | 0 | 0 | -1.8
Cc1[nH][nH]c(=O)c1C(c1cc([N+](=O)[O-])ccc1O)c1c(C)[nH][nH]c1=O | 2 | -1 | 3 | 2 | 4 | -2 | 8 | -11 | 2 | -4.1
O=C(O)CC1(CC(=O)Nc2ccc(Oc3cccc(C(F)(F)F)c3)nc2)CCCC1 | 20 | 1 | -1 | 2 | . | -1 | 0 | 11 | 0 | 0.8
CCOc1ccc(/C=C/C(=O)CCC(=O)O)cc1 | 1 | 2 | -2 | 2 | 9 | -2 | -1 | 3 | 1 | 0.9
CCC(C)[C@H](NC(=O)Nc1ccc(S(N)(=O)=O)cc1)C(=O)O (some centres not stated) | -1 | -8 | 0 | 0 | 0 | 2 | 0 | -5 | -2 | 0.5
